Bioassay records: PubChem BioAssay, Fisher Drug Discovery Resource Center
mcGAS MS inh – blocks mouse cGAS cGAMP production. Q8C6L5. recombinant mouse cGAS, cGAMP by RapidFire MS. inhibition, % at 12.5 µM. 0.18% of 130,000 active;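 active = inhibition of cGAS enzyme activity at or above 60%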;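 note: enzyme stimulated by 45 bp dsDNA with ATP and GTP substrates; cGAMP share of summed cGAMP plus half ATP and half GTP signals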
Target sequence (Q8C6L5 whole entry, looked up): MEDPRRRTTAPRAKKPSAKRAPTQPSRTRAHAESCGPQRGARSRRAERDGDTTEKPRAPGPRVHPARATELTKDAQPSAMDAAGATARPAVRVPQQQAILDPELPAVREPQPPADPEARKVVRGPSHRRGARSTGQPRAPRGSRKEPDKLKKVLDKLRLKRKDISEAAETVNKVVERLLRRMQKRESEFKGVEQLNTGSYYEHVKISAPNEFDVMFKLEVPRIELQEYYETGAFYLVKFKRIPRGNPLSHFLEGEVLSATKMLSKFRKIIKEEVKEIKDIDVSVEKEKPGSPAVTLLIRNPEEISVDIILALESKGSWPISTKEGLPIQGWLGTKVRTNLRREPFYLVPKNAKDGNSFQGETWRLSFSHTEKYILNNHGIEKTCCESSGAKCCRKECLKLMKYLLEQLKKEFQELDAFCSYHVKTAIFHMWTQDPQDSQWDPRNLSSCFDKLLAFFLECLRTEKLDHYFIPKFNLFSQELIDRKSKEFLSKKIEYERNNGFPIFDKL
The depositor's hits bear a star. Not all compounds are listed; rates above refer to the full screens.

SMILES	mcGAS MS inh
COc1ccccc1-c1noc(Cc2ccc3c(c2)OCO3)n1	-20
CCOc1ccc(NC(=S)NCCCO)cc1	1
Cc1cc(C)cc(Oc2ccc(NC(=O)C3C4CC5OC(=O)C3C5C4)cc2)c1 (centres undefined)	2
CCCCCNC(=O)CNC(=O)c1ccc(Cl)c(Cl)c1	6
CCC(C)NC(=O)NC(=O)N(C1CCCCC1)S(C)(=O)=O (centres undefined)	-1
CCOC(=O)c1ccc(NC(=O)Cn2cnc3c(nnn3-c3ccc(C)cc3)c2=O)cc1	2
O=C(Nc1nc(-c2ccc(Cl)s2)cs1)c1cccs1	-16
Nc1cccc(-c2c(F)cccc2F)c1	-6
CC(=O)C1=C(c2ccccc2)N(C(C)=O)n2c(nnc2-c2ccccc2)S1	-4
CN(C)C(=O)c1cc(Cl)c(Cl)c(Cl)c1Cl	-4
Cc1ccc(C(=O)NCCc2n[nH]c3c2CCCC3)cc1NC(=O)C1CC1	-13
CCc1ncc2c(n1)CN(C(=O)c1cnc(C)cn1)C2	-18
CC(C)c1nccn1C(C)C(=O)N(C)Cc1nncn1C(C)C (centres undefined)	-28
O=C(NCCCl)NCc1nnnn1-c1cccc(F)c1	21
COC(=O)[C@H](CC(C)C)NS(=O)(=O)NCc1ccccc1	-8
S=C(NCC1COc2ccccc2O1)NC1CC2CCC1C2 (centres undefined)	-3
Fc1ccccc1OCC1CCCN(Cc2nc(-c3cccs3)no2)C1 (centres undefined)	-4
Cc1ccc(C)c(N2C(=O)c3ccc(C(=O)NC4CCCCC4C)cc3C2=O)c1 (centres undefined)	-33
CCC[C@@H]1C[C@@H](C(=O)N[C@@H](C2O[C@H](SC)[C@H](O)[C@@H](O)[C@H]2O)[C@H](C)Cl)N(C)C1 (some centres undefined)	2
O=C(CNC1CC1)N(Cc1ccco1)CC1CCCO1 (centres undefined)	-5
Cc1cc(C)cc(NC(=O)COc2ccccc2/C=N\NC(=O)C(=O)NCCc2ccccc2)c1	-5
O=C1NCCCCC1Sc1nncn1Cc1ccco1 (centres undefined)	5
COc1cc(C(=O)N(C)CC(=O)Nc2c(C)cc(C)cc2C)ccn1	-6
Cc1ccc(CN(C)C(=O)c2ccc(F)c(S(N)(=O)=O)c2)o1	-14
C/C=C/C=CC(=O)N(C)C(C)c1cccc(S(N)(=O)=O)c1 (centres undefined)	-4
CCn1c(-c2ccc3c(c2)OCCO3)cnc1SC1CCOC1=O (centres undefined)	7
C=CCNS(=O)(=O)C1CON(C)C1c1ccc(C#N)cc1 (centres undefined)	-5
Cn1c(=O)c2c(ncn2CC(=O)NCCCO)n(C)c1=O	-1
COC(=O)c1c(C)[nH]c(C(=O)C(C)OC(=O)C=C(C)C)c1C (centres undefined)	-3
CCOC(=O)c1ccc(S(=O)(=O)N2CCN(C(=O)c3cc(C4CC4)nc4onc(C)c34)CC2)cc1	-11
N#CCCN(Cc1ccccn1)C(=O)Nc1cccc(F)c1	-14
COCCNC(=O)Cn1nc(C2CC2)c2cnn(-c3ccc(C)c(C)c3)c2c1=O	-3
O=C(C1SCCc2ccccc21)N1CCN(CCO)CC1 (centres undefined)	-17
Cc1cc(C)cc(OCCN(C)C(=O)/C=C/c2cc3ccccc3[nH]c2=O)c1	1
O=C(NCCOc1ccccc1Cl)C1CC1(c1ccccc1)c1ccccc1 (centres undefined)	18
O=C(CCCc1cccs1)NCC1(c2ccc(F)cc2)CCOCC1	-14
CN1CC2(CCCN(C(=O)c3cc(-c4ccsc4)n[nH]3)CC2)OC1=O (centres undefined)	-3
COc1ccc(F)cc1-c1cc(N)ncn1	-7
OC1=C(c2nc3ccccc3[nH]2)CCC/C1=C\c1ccccc1	6
CC(C)CN(CCN(C)C)c1ncnc2ccsc12	-5
CCc1nnc(NC(=O)/C=C/C(=O)N2CCOCC2)s1	5
CCOC(=O)C1CCN(Cc2oc(CO)cc(=O)c2O)CC1	2
COc1cccc(NC(=O)Nc2cccc(-c3csc4nc(C)cc(=O)n34)c2)c1	-7
CC(=O)c1ccccc1-c1cc(-n2cccn2)ncn1	-14
CC(C)SC(=N)N	-15
Cc1ccc(C)c(C2CC(=O)Nc3c2c(C)nn3-c2ccc3nncn3n2)c1 (centres undefined)	5
CN(CC(=O)O)c1nc(Cc2ccccc2)ns1	0
Brc1cccc(-c2nnc(SCC=Cc3ccccc3)o2)c1	-3
CCN1CC=C2C(C1)C1(C(=O)Nc3ccccc31)C(C#N)C(=N)C2(C#N)C#N (centres undefined)	-8
CC(C(=O)Nc1ccc(F)c(F)c1)n1nc(-c2ccc(F)cc2)oc1=O (centres undefined)	-12
CCn1ncnc1CN1CCC(CNC(=O)c2cccc(C)c2)C1 (centres undefined)	-15
CCOc1ccc2c(c1)C=C(C(=O)N1CC(=O)Nc3ccccc31)CO2	10
O=C(O)CCC(=O)c1ccc(Cl)s1	5
Cc1cccn2c(=O)c3cc(C(=O)N4CCCCC4C)sc3nc12 (centres undefined)	-9
CC1CC(N2CCN(Cc3cccc(O)c3)CC2)C(=O)O1 (centres undefined)	-9
Cc1ccc(NC(=O)c2cccnc2N(C)C)cc1C(F)(F)F	-9
COC(=O)C(NC(=O)Cc1ccccc1)(Nc1cccc(C)n1)C(F)(F)F (centres undefined)	-9
O=C(O)C1CC=CCC1C(=O)N1CCCCc2ccccc21 (centres undefined)	6
Cc1ccc(C(=O)NCCC2CN(Cc3ccco3)CCO2)cn1 (centres undefined)	-1
Cc1ccc(OCC(=O)N(Cc2ncc[nH]2)c2cccc(F)c2)c(C)c1	-4

The final 4 entries of the part before lead into the next:
SMILES	mcGAS MS inh
COC(=O)C(NC(=O)Cc1ccccc1)(Nc1cccc(C)n1)C(F)(F)F (centres undefined)	-9
O=C(O)C1CC=CCC1C(=O)N1CCCCc2ccccc21 (centres undefined)	6
Cc1ccc(C(=O)NCCC2CN(Cc3ccco3)CCO2)cn1 (centres undefined)	-1
Cc1ccc(OCC(=O)N(Cc2ncc[nH]2)c2cccc(F)c2)c(C)c1	-4
O=C(Nc1ccc([N+](=O)[O-])cc1)C12CC3CC(C1)CC(c1ccccc1)(C3)C2	-11
CCOC(=O)C1(C)CCCN1C(=O)c1c(F)cccc1F (centres undefined)	3
CSc1ccccc1C(=O)NCc1ccc2c(c1)OCCO2	-2
CC(NC(=O)c1cccnc1S(=O)(=O)C(F)(F)F)C1CC1 (centres undefined)	-6
CCNC(=O)NC(=O)C(C)Sc1nnc(-c2ccco2)n1CC (centres undefined)	3
CCOC(=O)C(C)Oc1cccc2c(=O)n(CC(=O)NCc3ccco3)ccc12 (centres undefined)	-10
CN(Cc1ccc(Br)cc1)CC(O)COc1cccc(Br)c1 (centres undefined)	-4
COc1ccc(OC)c(NC(=O)C2(C)CCN2Cc2ccsc2)c1 (centres undefined)	-7
Nc1c(C(=O)CSc2nnc(-c3ccc4c(c3)OCO4)o2)c(=O)[nH]c(=O)n1C1CC1	-4
C=CCn1c(=O)c2c(nc3n2CC(C)=NN3Cc2ccccc2C)n(C)c1=O	3
OC1(Cn2ccnc2)CCN(c2nc(-c3ccccc3)nc3c2CCC3)CC1	-6
CN1CCN(C(=O)C2CCCN(S(=O)(=O)N3CCCCC3)C2)CC1 (centres undefined)	-5
O=C(Oc1cccc2cccnc12)c1ccccc1	-6
O=C(NCc1ccccc1)N1CCn2cccc2C1c1ccc(F)c(F)c1 (centres undefined)	1
O=C(CN1CCCCCCC1=O)NC1CC1c1ccc(F)cc1 (centres undefined)	-19
Cc1sc2ncnc(NC3CCN(C(C)C)CC3)c2c1C	-10
CNC(=O)NC(=O)Cn1c2c(c(=O)n3nc(-c4cccc(C)c4)cc13)CCC2	0
O=C1C=C(c2ccccc2)C(=O)N1C1CCN(Cc2cccnc2)C1 (centres undefined)	-1
O=S(=O)(Nc1nc2ccccc2nc1NC1CCCC1)c1ccc2ccccc2c1	-11
COC(=O)Nc1cccc(OCc2csc(C)n2)c1	-1

Exported bar-delimited: part of the list above.
mol | mcGAS MS inh
COC(=O)Nc1cccc(OCc2csc(C)n2)c1 | -1
Brc1cccc(-c2nnc(SCC=Cc3ccccc3)o2)c1 | -3
O=C1NCCCCC1Sc1nncn1Cc1ccco1 (centres undefined) | 5
O=C(NCc1ccccc1)N1CCn2cccc2C1c1ccc(F)c(F)c1 (centres undefined) | 1
CCn1ncnc1CN1CCC(CNC(=O)c2cccc(C)c2)C1 (centres undefined) | -15
COc1cccc(NC(=O)Nc2cccc(-c3csc4nc(C)cc(=O)n34)c2)c1 | -7

(next part)
SMILES	mcGAS MS inh
O=C(NCCc1cccc2cccnc12)C1CC2CCC1C2 (centres undefined)	-11
CC(=O)NCC1Cc2ccccc2Sc2ccccc21 (centres undefined)	-6
CC1CN(C2CC2)CC1NC(=O)Nc1cccc2ccccc12 (centres undefined)	-13
CC(C)(C)C(=O)COC(=O)[C@@H]1CC(O)CN1S(=O)(=O)c1ccc(F)cc1 (some centres undefined)	3
COc1cc(NC(=O)c2c(-c3ccccc3Cl)noc2C)c(OC)cc1Br	5
CCCS(=O)(=O)NC(=O)C1(C)CCN1C(=O)C1(c2ccc(Cl)cc2)CCC1 (centres undefined)	-15
O=S(=O)(NCCc1ccc2c(c1)OCCO2)c1ccccc1F	-2
Cc1cc2nc(Sc3ccc4c(c3)OCCO4)c3ccccc3n2n1	-8
Cn1c(SCC(=O)Nc2sc3c(c2C(N)=O)CCCC3)nnc1C1CC1	0
CC12OC(c3c(F)c(F)c(F)c(F)c31)C1CC=CCC12 (centres undefined)	-5
Cc1nn(C(=O)COc2ccc(Cl)cc2)c(C)c1Sc1ccccc1	-6
CCN(C(=O)CC1(CS(C)(=O)=O)CC1)c1cccnc1	-26
O=[N+]1C=C(c2cccs2)N([O-])C2CCCCC21 (centres undefined)	-1
Cc1ccc(C2CC2C(=O)NC(C)c2nc(C3CCCC3)no2)s1 (centres undefined)	-12
CCC(c1ccccc1)N1CCC(C(=O)NC2CC2)CC1 (centres undefined)	7
CCCc1ncc(C(=O)NC(CN2CCOCC2)C(C)C)s1 (centres undefined)	-7
CC(=O)Nc1ccc(S(=O)(=O)N2N=Cc3sccc3B2O)cc1	-7
CS(=O)(=O)NC1CCCC1c1ccc(F)cc1 (centres undefined)	-9
Cc1cnc(C(=O)N2CC[C@@H](c3sccc3C)[C@H](O)C2)cn1	-20
O=C(c1cncc(N2CCC(O)(CO)CC2)n1)N1CCCC1	-11
CC(NC(=O)CCc1nnc(C2(c3ccc(Cl)cc3)CCC2)o1)c1ccccc1 (centres undefined)	-6
Cc1ccccc1OCC(O)CN(C)Cc1ccc(N2CCCCC2)cc1 (centres undefined)	7
CCc1cc(S(=O)(=O)N2CCN(c3ccccc3C)CC2)ccc1OC	8
CC(C)c1cccc(N(C)S(=O)(=O)c2cccc(C(=O)O)c2)c1	-1
Cc1ncc(C(=O)N2CCCC3(CC2)CN(C)C(=O)O3)c(-c2ccccc2)n1 (centres undefined)	-37
CCC1CN(Cc2c(Cl)cncc2Cl)CCN1C(C)C (centres undefined)	-37
CC(C)CC1NC2(CCN(C(=O)C3CCCC3)CC2)N(CC(C)C)C1=O (centres undefined)	-11
CC(Sc1nnc(Cn2c(=O)sc3ccccc32)n1C)c1ccccc1 (centres undefined)	6
CSC1CCC(NC(=O)c2ccccc2NCc2cccnc2)C1 (centres undefined)	-4
CCC(C)NC(=O)c1cccc([N+](=O)[O-])c1C (centres undefined)	-12
O=C(NCCCN1CCCC1=O)C(=O)Nc1cc2c3c(c1)CCN3C(=O)CC2	-3
CCOc1cc2c(cc1CN1CC[C@H](CO)[C@@H](O)C1)CCC2	-22
Cc1ccc(C(=O)N2CCN(S(=O)(=O)c3ccc(Cl)s3)CC2)o1	-5
C(=C\c1ccco1)/CN1CCC(c2ccncc2)CC1	-21
OC(CN(Cc1ccccc1)Cc1ccccn1)c1cccs1 (centres undefined)	-50
CC(=O)NC(Cc1ccccc1F)C(=O)N1CCOC(COc2ccc3c(c2)CCCC3)C1 (centres undefined)	-6
O=C(NCCN1CCOCC1)C1CC1(c1ccccc1)c1ccccc1 (centres undefined)	7
COCCn1c(O)c(C(C)=Nc2ccnn2C2CCCCC2)c(=O)[nH]c1=S	-20
COC(=O)c1ccc(C(=O)OC)c(NC(=O)CSc2nnc3ccccn23)c1	-9
O=S(=O)(Nc1ccc(F)cc1F)c1ccccc1Cl	-17
Cn1nnc2c(N3CCN(C(=O)CCC4CCCCC4)CC3)ncnc21	-3
CC(C)C(NC(=O)C(=O)N1CCCc2ccccc21)c1ccccn1 (centres undefined)	1
Cc1[nH]nc(C(=O)NC2CCN(c3ccc(F)cc3)CC2)c1Br	-12
CC1CCC(C#N)(N(C)C(=O)CSc2nnc(C3CC3)n2C2CC2)CC1 (centres undefined)	1
CSc1ccccc1NC(CNS(=O)(=O)c1ccccc1)c1ccccc1 (centres undefined)	0
COc1ccccc1C(=O)N1CCN(C(C(=O)N2CCOCC2)C2CCCC2)CC1 (centres undefined)	-8
Cc1cccn2cc(CS(=O)c3ccccc3S(C)(=O)=O)nc12 (centres undefined)	-2
Cc1ccc(NS(=O)(=O)N2CC(C)OCC2C)cc1S(=O)(=O)N1CCOCC1 (centres undefined)	-4

4 entries from above, with each value named:
> O=C(NCCCl)NCc1nnnn1-c1cccc(F)c1
  mcGAS MS inh = 21

> CCn1ncnc1CN1CCC(CNC(=O)c2cccc(C)c2)C1 (centres undefined)
  mcGAS MS inh = -15

> C/C=C/C=CC(=O)N(C)C(C)c1cccc(S(N)(=O)=O)c1 (centres undefined)
  mcGAS MS inh = -4

> Cc1cc(C)cc(Oc2ccc(NC(=O)C3C4CC5OC(=O)C3C5C4)cc2)c1 (centres undefined)
  mcGAS MS inh = 2
